# Apoferritin bind: qHTS Assay for Identification of Novel General Anesthetics | Ferritin light chain (Equus caballus), P02791 | apoferritin/1-aminoanthracene competitive binding, fluorescence | Potency, µM (doses to about 77.5 µM), without a hit: at the top dose activity change, negative = displacement, usual class: inhibitors | actives 0.074% (n = 350,000); further: potency means the concentration at half of the fitted maximal effect; on the % scale 0 is the no-effect control and ±100 the full control effect; nearly all actives have a fitted effect of over 20% in size
#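 Horse-spleen apoferritin (10 uM) in 50% saturated 1-aminoanthracene in PBS was incubated 10 min at room temperature with compound. Fluorescence (ex 380, em 535 nm) was normalized to free and bound 1-AMA, with concentration-response fitted by a four-parameter Hill equation.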
# POLB inh: qHTS Assay for Inhibitors of DNA Polymerase Beta; P06746; Pol beta primer extension/strand displacement, fluorescence kinetic; Potency, µM (top dose mostly 114 µM), without a hit: at the top dose activity change, negative = inhibition, usual class: inhibitors; actives 1.3% (n = 340,000); AID 485314, 2010; further: potency means the concentration at half of the fitted maximal effect; on the % scale 0 is the no-effect control and ±100 the full control effect
#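 Human Pol beta at 10 nM; strand-displacement substrate 50 nM final. Compound exposure 15 min at room temperature before start, reaction 10 min at room temperature.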
# POLK inh: qHTS for Inhibitors of Polymerase Kappa. DNA polymerase kappa (Homo sapiens), Q9UBT6. purified Pol kappa, fluorescent DNA synthesis assay, 10 min. Potency, µM (top dose mostly 107 µM), for inactives: at the highest dose activity, negative = inhibition, hits mostly inhibitors. actives 0.53% (n = 400,000); further: potency means the concentration at half of the fitted maximal effect; on the % scale 0 is the no-effect control and ±100 the full control effect
#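 Enzyme at 10 nM met test compounds for 15 min at room temperature. Substrate addition (50 nM final) began the reaction, which was monitored by fluorescence at 0 and 10 min.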
# Pol iota inh: qHTS for Inhibitors of Polymerase Iota; DNA polymerase iota (Homo sapiens), Q9UNA4; Pol iota fluorescent replication assay, 10 min; Potency, µM (series often up to 115 µM), for inactives: top-dose activity, negative = inhibition, most hits filed as inhibitors; actives 1% (n = 390,000); further: potency means the concentration at half of the fitted maximal effect
#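 Pol iota at 10 nM preincubated 15 min with compounds at room temperature; reaction started with fluorescent substrate, 50 nM final. Fluorescence read kinetically at 0 and 10 min; buffer-only wells as negative control.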
# BLM helicase inh: qHTS Assay for Inhibitors of Bloom's syndrome helicase (BLM); RecQ-like DNA helicase BLM (Homo sapiens), P54132; recombinant BLM DNA unwinding, fluorescence dequenching; Potency, µM (top dose mostly 56.1 µM), inactives show at the highest dose activity change, negative = inhibition, hits mostly inhibitors; actives 0.2% (n = 350,000);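 further: potency means the concentration at half of the fitted maximal effect; plate controls were vehicle for no effect and no enzyme for full effect; nearly all actives have a fitted effect of over 35% in size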
# Target sequence (P54132 whole entry, looked up): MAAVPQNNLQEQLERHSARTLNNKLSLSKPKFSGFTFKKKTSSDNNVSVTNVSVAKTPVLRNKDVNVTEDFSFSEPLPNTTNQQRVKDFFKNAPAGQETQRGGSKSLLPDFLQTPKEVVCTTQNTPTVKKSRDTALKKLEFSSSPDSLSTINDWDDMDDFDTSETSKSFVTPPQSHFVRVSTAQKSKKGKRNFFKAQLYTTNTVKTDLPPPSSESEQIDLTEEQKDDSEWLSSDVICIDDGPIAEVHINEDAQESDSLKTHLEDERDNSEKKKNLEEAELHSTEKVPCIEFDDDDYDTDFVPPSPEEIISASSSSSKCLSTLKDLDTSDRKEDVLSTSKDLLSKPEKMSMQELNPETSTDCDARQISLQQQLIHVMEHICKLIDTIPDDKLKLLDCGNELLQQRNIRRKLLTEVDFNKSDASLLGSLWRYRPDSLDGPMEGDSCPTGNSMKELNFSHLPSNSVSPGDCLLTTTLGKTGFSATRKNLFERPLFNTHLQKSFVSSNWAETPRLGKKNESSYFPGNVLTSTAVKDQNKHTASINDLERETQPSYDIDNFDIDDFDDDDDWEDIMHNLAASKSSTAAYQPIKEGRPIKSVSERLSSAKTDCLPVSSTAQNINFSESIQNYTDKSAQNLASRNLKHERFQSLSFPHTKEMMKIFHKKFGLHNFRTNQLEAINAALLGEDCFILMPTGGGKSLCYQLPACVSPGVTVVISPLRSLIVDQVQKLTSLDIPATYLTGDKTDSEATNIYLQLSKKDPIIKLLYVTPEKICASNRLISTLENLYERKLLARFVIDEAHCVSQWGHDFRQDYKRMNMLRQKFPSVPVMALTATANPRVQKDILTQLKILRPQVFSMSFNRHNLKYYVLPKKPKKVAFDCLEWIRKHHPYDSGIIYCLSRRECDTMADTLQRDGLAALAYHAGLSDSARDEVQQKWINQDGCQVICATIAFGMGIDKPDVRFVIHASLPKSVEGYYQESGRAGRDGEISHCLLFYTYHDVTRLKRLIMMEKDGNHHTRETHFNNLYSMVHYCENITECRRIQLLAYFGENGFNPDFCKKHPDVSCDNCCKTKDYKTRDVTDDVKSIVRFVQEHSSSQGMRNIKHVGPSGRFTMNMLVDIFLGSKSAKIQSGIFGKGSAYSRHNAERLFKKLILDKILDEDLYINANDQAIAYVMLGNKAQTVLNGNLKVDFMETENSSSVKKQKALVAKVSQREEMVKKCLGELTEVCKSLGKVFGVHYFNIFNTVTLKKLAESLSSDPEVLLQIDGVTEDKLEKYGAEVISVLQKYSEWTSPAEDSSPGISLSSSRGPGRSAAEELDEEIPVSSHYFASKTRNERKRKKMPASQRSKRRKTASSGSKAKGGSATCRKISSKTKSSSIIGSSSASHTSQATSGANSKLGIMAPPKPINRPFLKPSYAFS
# PGK inhibitor: qHTS Assay to Find Inhibitors of Phosphoglycerate Kinase; actives 0.043% (n = 380,000); Potency, µM (top dose mostly 57.5 µM), without a hit: at the highest dose activity change, negative = inhibition, most hits filed as inhibitors; PGK/GAPDH coupled, Kinase-Glo luminescence, 60 min; Phosphoglycerate kinase, glycosomal (Trypanosoma brucei brucei), P07378; further: potency means the concentration at half of the fitted maximal effect; on the % scale 0 is the no-effect control and ±100 the full control effect; nearly all actives have a fitted effect of over 60% in size
#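 Luminescent ATP detection (Kinase-Glo Plus) follows a 60-minute room-temperature incubation, with wells lacking PGK as controls. Buffer: 100 mM TEA (pH 7.6), 5 mM MgCl2, 0.01% Tween-20. Coupling enzyme GAPDH (100 nM final) supplies unstable 1,3-BPG in-well.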
# RXFP1 antag: qHTS Assay for Antagonists of the Relaxin Receptor RXFP1 | Relaxin receptor 1 (Homo sapiens), Q9HBX9 | HEK293-RXFP1, relaxin-stimulated cAMP HTRF, 30 min; stronger effect = lower value | activity change, negative = inhibition, % at 57.5 µM | actives 0.59% (n = 350,000);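 active means activity change of -60% or lower, but not beyond a set lower limit; inconclusive means change between -60% and -40%, or beyond the set limit; inactive means change above -40%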; further: on the % scale 0 is the no-effect control and ±100 the full control effect
# Pol eta inh: qHTS for Inhibitors of Polymerase Eta; DNA polymerase eta (Homo sapiens), Q9Y253; recombinant Pol eta, fluorescent DNA replication assay; Potency, µM (series often up to 114 µM), for the others: at the highest dose activity change, negative = inhibition, usual class: inhibitors; actives 1.2% (n = 390,000); further: potency means the concentration at half of the fitted maximal effect; on the % scale 0 is the no-effect control and ±100 the full control effect
#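 Fluorescent replication assay: 50 nM final substrate added after a 15 min room-temperature compound preincubation with 10 nM enzyme. Signal taken at 0 min and again at 10 min.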
# APEX1 inh: qHTS Assay for Inhibitors of the Human Apurinic/apyrimidinic Endonuclease 1 (APE1); AID 2517, 2012; recombinant APE1, TAMRA/BHQ-2 abasic DNA cleavage fluorescence; Potency, µM (titrated, usually from 65.8 µM), for the others: at the highest dose activity change, negative = inhibition, most hits filed as inhibitors; actives 0.35% (n = 350,000); DNA repair nuclease/redox regulator APEX1 (Homo sapiens), P27695;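 further: potency means the concentration at half of the fitted maximal effect; plate controls were vehicle for no effect and reference inhibitor for full effect; nearly all actives have a fitted effect of over 55% in size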
#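 Measures dequenching upon AP-site incision of a 5'-TAMRA/3'-BHQ-2 THF-containing duplex, 50 nM; human APE1 0.75 nM after 15 min room-temperature exposure to compound; kinetic three-point read at one-minute spacing.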
# * = called active by the depositor; i = inactive; ? = inconclusive; . = not tested or not shown; & = joins results of further samples; [ ] = remark or other dose. Unless noted, the call rests on the fitted dose curve; in most records, active means well fitted curve in the direction sought with a large enough effect; inconclusive means small, poorly fitted or top-dose-only effect, or another doubt; inactive means no such curve, though single readings can be large; an effect the other way counts as inactive or inconclusive. This is a subset; rates above refer to the full screens.
SMILES,Apoferritin bind,POLB inh,POLK inh,Pol iota inh,BLM helicase inh,PGK inhibitor,RXFP1 antag,Pol eta inh,APEX1 inh
COCCN(C(=O)COC(=O)c1ccc(Cl)s1)c1c(N)n(Cc2ccccc2)c(=O)[nH]c1=O,.,.,-4%,1%,.,i,-8,-11%,12%
O=C(Nc1ccccc1SCC1CSc2nc3ccccc3c(=O)n21)c1ccccc1 (stereo not drawn),-11%,20%,2%,9%,-2%,2%,-7,-17%,25%
Cc1cc(NC(=O)C2CC(=O)N(c3ccccc3)C2)no1 (stereo not drawn),-10%,82%,3%,7%,1%,1%,2,-23%,2%
NC(=S)N/N=C/c1ccccc1OC(=O)/C=C/c1ccccc1,-15%,3%,-9%,11%,-4%,0%,?,-8%,48%
Cn1c(=O)c2cc(S(=O)(=O)NCCC(=O)NCCc3ccc(Cl)cc3)ccc2n(C)c1=O,-14%,23%,-1%,-2%,1%,-6%,1,-6%,1%
Cc1oc2ncn(C)c(=O)c2c1C(=O)N1CCN(c2ccccc2)CC1,4%,16%,-18%,56%[activator],0%,-3%,.,?,.
COCCN(C(=O)c1ccccc1OC1CCN(S(C)(=O)=O)CC1)C(C)C,-6%,-3%,-15%,2%,4%,-4%,-17,-16%,2%
COc1cccc(-c2cc(C(=O)NCc3ccco3)c3ccccc3n2)c1,-16%,-11%,-28%,?,-3%,-5%,-86*,-29%,-17%
Cc1nnc(SC(C)C(=O)NC2CCCCC2C)s1 (stereo not drawn),.,.,-8%,4%,.,-8%,-17,1%,24%
Cc1cccn2c(=O)c(C(=O)NC3CCCCC3)c(O)nc12,-2%,-3%,0%,-18%,-8%,-6%,-7,-11%,4%
COc1ccc(CCn2c(NCCCN3CCOCC3)nc3c2c(=O)[nH]c(=O)n3C)cc1,4%,-10%,3%,15%,3%,0%,3,7%,1%
CCNC(=O)/C(C#N)=C/c1c(N2CCN(c3cccc(Cl)c3)CC2)nc2c(C)cccn2c1=O,-9%,13%,-20%,-7%,-3%,-5%,-4,-10%,20%
O=c1[nH]c2ccc(Cl)cc2c(-c2ccccc2)c1SC(=S)N1CCOCC1,?,1%,-11%,-7%,-5%,-11%,-39,-11%,-4%
CC1CC(O)(Cc2ccccc2)C(C)CN1C (stereo not drawn),-1%,11%,-1%,19%,2%,-1%,-14,-15%,7%
Cc1cc(N2C(=O)c3ccc(C(=O)Nc4ccc(CC(=O)O)cc4)cc3C2=O)no1,-1%,6%,-4%,?,1%,-4%,-5,-6%,-3%
CCNC(=S)N/N=C/c1ccc(OCCOc2ccccc2C)cc1,1%,20%,-3%,?,-3%,-10%,-6,-10%,-3%
COc1nc(-c2ccccc2)ccc1-c1noc(-c2cccs2)n1,.,.,-10%,19%,.,3%,2,-16%,.
COC(=O)[C@@H](NC(=O)NCc1ccccc1Cl)C(C)C,1%,-2%,-6%,-3%,1%,i,0,-16%,1%
C[C@@H](NC(=O)c1nc[nH]c1C(=O)N1CCN(C(=O)OC(C)(C)C)CC1)c1ccccc1,.,.,15%,5%,.,-9%,.,-9%,38%
COc1ccccc1N1CCN(C(=O)Cn2c(=O)n3nc(-c4cccc(C)c4)nc3c3ccccc32)CC1,1%,-19%,-3%[60.1 µM],8%,-1%,-7%,4,-5%,.
O=C(O)C1=CC[C@@H](c2ccc(Cl)cc2)N(S(=O)(=O)c2ccc(Cl)cc2)[C@H]1c1cccc(Cl)c1,.,.,?,-14%,.,-1%,.,-15%,-13%
CCn1cnc2cc(NCc3ccc(Br)cc3)ccc21,-13%,41%,2%,6%,-6%,-7%,-28,-21%,11%
O=C(COC(=O)c1cnc(Cl)c(Cl)c1)NCc1ccc2c(c1)OCO2,-12%,-22%,-3%,161%[activator],3%,-7%,-18,-7%,1%
Cc1cc(C)c2nc(N3CCC(C(=O)NCCN4CCOCC4)CC3)sc2c1,8%,2%,12%,12%,2%,i,22,-3%,57%[activator]
O=C(COc1ccc2ccc(=O)oc2c1)Nc1cccc(S(=O)(=O)N2CCCCC2)c1,.,.,-10%,9%,.,i,-8,?,26%

# Overlap with the part before: 4 entries, then new ones.
SMILES,Apoferritin bind,POLB inh,POLK inh,Pol iota inh,BLM helicase inh,PGK inhibitor,RXFP1 antag,Pol eta inh,APEX1 inh
CCn1cnc2cc(NCc3ccc(Br)cc3)ccc21,-13%,41%,2%,6%,-6%,-7%,-28,-21%,11%
O=C(COC(=O)c1cnc(Cl)c(Cl)c1)NCc1ccc2c(c1)OCO2,-12%,-22%,-3%,161%[activator],3%,-7%,-18,-7%,1%
Cc1cc(C)c2nc(N3CCC(C(=O)NCCN4CCOCC4)CC3)sc2c1,8%,2%,12%,12%,2%,i,22,-3%,57%[activator]
O=C(COc1ccc2ccc(=O)oc2c1)Nc1cccc(S(=O)(=O)N2CCCCC2)c1,.,.,-10%,9%,.,i,-8,?,26%
COc1ccc(C)cc1S(=O)(=O)N1CCN(Cc2ccccc2)CC1,-3%,-17%,-6%,2%,-1%,-15%,-3,5%,1%
Cc1cc(C(=O)Nc2cccc3ccccc23)n(-c2ccccc2)n1,-12%,-6%,5%,68%[activator],-10%,-3%,-4,-12%,2%
O=[N+]([O-])c1cccc(-c2nc(N3CCOCC3)c3ccccc3n2)c1,-2%,-1%,.,.,-2%,.,.,.,3%
O=C(O)CN=C(NS(=O)(=O)c1ccccc1)c1ccccc1,-3%,5%,-13%,-13%,-4%,0%,2,1%,0%
Cc1cc(=O)oc2cc(NC(=O)C(C)Oc3cccc(Cl)c3)ccc12 (stereo not drawn),.,.,-25%,-6%,.,0%,-5,0%,-12%
Cc1nn(CCCC(=O)Nc2cccc(F)c2)c(=O)c2c1sc1ccccc12,-9%,?,-14%,83%[activator],0%,6%,-23,-12%,.
Cc1cnc(C(=O)OCC(=O)NCc2ccc3c(c2)OCO3)cn1,-19%,0%,-5%,12%,-10%,-10%,0,-12%,3%
Cc1ccc(Cn2c(=O)n(-c3ccc(C)cc3)c(=O)c3c2c2cc(C)ccc2n3C)cc1,-2%,-1%,-6%,2%,0%,-4%,-2,0%,.
CCN(CCO)C(=S)Nc1cc(C(=O)OC)ccc1C(=O)OC,30%[activator],?,4%,-7%,-2%,-16%,-6,-15%,0%
O=[N+]([O-])c1ccc(-c2cn3nc(-c4ccccc4)c(-c4ccccc4)nc3n2)cc1,4%,-2%,4%,-16%,1%,-10%,-7,-11%,-1%
COc1ccccc1Cn1c(CNS(=O)(=O)c2ccc3c(c2)CCCC3)nc2cccnc21,-13%,?,-8%[60.1 µM],19%,-5%,-3%,7,-22%,.
COc1ccc(-n2c(=O)c3c(c4cc(OC)ccc4n3C)n(Cc3cccc(C)c3)c2=O)cc1,-6%,26%,-13%,-3%,-2%,-2%,.,-15%,.
O=C(COC(=O)c1ccccc1)Nc1cc(Cl)ccc1Oc1ccccc1,-6%,?,4%,20%,-5%,i,2,-13%,1%
Cc1ccc(CCNC(=O)CN(c2cc(C)cc(C)c2)S(=O)(=O)c2c(C)noc2C)cc1,-4%&-5%,50%&9%,0%&-13%,-22%&-2%,0%&-1%,-5%&2%,3,-3%&-16%,-16%
CCN1CCN(Cc2c(O)ccc3c2O/C(=C\c2ccc(C)cc2)C3=O)CC1,537%[activator],1%,-8%[60.1 µM],-16%,6%,i,-1,-17%,-3%
C/C(=N\S(=O)(=O)c1ccc(C)cc1)N1CCN(S(=O)(=O)c2ccccc2)C1C(C)C (stereo not drawn),?,4%,3%,-12%[58.9 µM],-1%,i,-16,-13%,2%
Cc1ccccc1NS(=O)(=O)c1cc(C(=O)NCc2ccco2)ccc1C,-10%,-27%,-16%,-16%,-4%,.,-1,-7%,2%
CC(=O)N1CCN(S(=O)(=O)c2ccc(S(=O)(=O)NC3CCCCC3)cc2)CC1,-6%,37%,-1%,69%[activator],-1%,i,11,0%,17%
CC1CC(C)CN(CCCNC(=O)c2ccc(CS(=O)(=O)Cc3cccc(Cl)c3)o2)C1 (stereo not drawn),-14%,7%,-6%,-17%,-10%,-1%,5,1%,32%
Cc1cccc(/C(N)=N/OC(=O)Cc2ccccc2)c1,-12%,-29%,-11%,-21%,-5%,0%,-9,-6%,3%
O=C(NCCc1ccccc1)c1nnc(Cc2cccc(F)c2)o1,55%[activator],?,-5%,-4%,-6%,2%,0,-17%,.
Cc1cccn2c(=O)c3cc(C(=O)NC4CCCC4)c(=N)n(Cc4ccc(F)cc4)c3nc12,-3%,13%,9%,36%[activator],3%,-9%,6,-10%,8%
COc1ccc2c(c1)CC(=O)NC=C2,-8%,5%,-14%,212%[activator],-5%,-3%,10,-4%,1%
COc1cc(NC(=O)CN(c2cc(C)cc(C)c2)S(=O)(=O)c2c(C)noc2C)cc(OC)c1,7%,1%,8%,10%,-1%,-4%,.,-22%,-9%
CC(C)OCC(O)CN1CCN(C(c2ccccc2)c2ccccc2)CC1 (stereo not drawn),-12%,21%,9%,-9%,3%,-7%,-2,-16%,-4%
COc1ccc(NC(=O)C2CCN(C(=O)NC3CCCCC3)CC2)c(OC)c1,-9%,-3%,4%,6%,-4%,1%,-8,-9%,3%
O=[N+]([O-])c1ccc(Oc2ccc(S(=O)(=O)N3CCOCC3)cc2)cc1,-9%,26%,-6%,-12%,-4%,5%,5,-7%,2%
COc1cccc2c1C1(O)C2CCCCCCCCCC12OCCCO2 (stereo not drawn),.,.,-7%,16%,.,-1%,-4,0%,.
